# Source: PubChem
# RORg inh: qHTS for inhibitors of ROR gamma transcriptional activity | Potency, µM (highest dose often 53.6 µM), for inactives: at the highest dose activity change, negative = inhibition, actives largely listed as inhibitors | Drosophila S2 Gal4-RORgamma UAS-luciferase reporter, 20 h | hit rate 5.4% among 310,000 | Nuclear receptor ROR-gamma (Mus musculus), P51450; further: on the % scale 0 is the no-effect control and ±100 the full control effect; nearly all actives have a fitted effect of over 60% in size
# Target sequence (P51450 whole entry, looked up, the tested form may be a part): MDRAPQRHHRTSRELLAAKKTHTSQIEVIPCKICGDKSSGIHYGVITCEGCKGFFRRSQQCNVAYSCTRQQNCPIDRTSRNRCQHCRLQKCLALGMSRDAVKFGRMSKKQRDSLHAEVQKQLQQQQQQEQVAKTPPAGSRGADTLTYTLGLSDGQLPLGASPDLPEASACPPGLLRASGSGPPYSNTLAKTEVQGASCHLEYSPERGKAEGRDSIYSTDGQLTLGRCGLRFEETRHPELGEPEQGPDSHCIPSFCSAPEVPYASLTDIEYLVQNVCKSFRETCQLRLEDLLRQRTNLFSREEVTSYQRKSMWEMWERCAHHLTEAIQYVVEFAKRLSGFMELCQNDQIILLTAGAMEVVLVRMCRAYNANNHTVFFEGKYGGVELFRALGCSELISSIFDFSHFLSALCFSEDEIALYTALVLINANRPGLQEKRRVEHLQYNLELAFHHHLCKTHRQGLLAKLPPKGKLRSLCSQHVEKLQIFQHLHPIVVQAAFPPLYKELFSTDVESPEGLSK
#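 Stable Schneider cell line, Gal4 DNA-binding domain fused to ROR gamma, UAS-luciferase. Cmpd 1 hr RT → CuSO4 700 uM final → 20 hr RT → luciferase reagent 10 min → luminescence.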
# FLuc counter: qHTS profiling assay for firefly luciferase inhibitor/activator using purifed enzyme and Km concentrations of substrates (counterscreen for miR-21 project). Luciferin 4-monooxygenase (Photinus pyralis), P08659. purified FLuc, Km substrates, luminescence inhibition. Potency, µM (titrated, usually from 57.5 µM), for the others: at the highest dose activity change, negative = inhibition, most hits filed as inhibitors. hit rate 6.9% among 360,000. AID 588342, 2011;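 further: plate controls were vehicle for no effect and reference inhibitor for full effect; nearly all actives have a fitted effect of over 55% in size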
#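 Purified P. pyralis luciferase, 10 nM final, with Km-level 10 uM D-luciferin and 10 uM ATP in 50 mM Tris acetate pH 7.5, 10 mM Mg acetate, 0.01% Tween-20, 0.05% BSA; 6-point qHTS titration about 60 µM downward; luminescence read.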
# uPA surface inh: qHTS for Inhibitors of Cell Surface uPA Generation; cell surface uPA generation assay, qHTS; AID 540303, 2011; hit rate 0.31% among 330,000; Potency, µM (doses to about 38.3 µM), for inactives: top-dose activity change, negative = inhibition, hits mostly inhibitors; active means well fitted inhibition curve with a large enough effect; inconclusive means small, poorly fitted or top-dose-only effect; inactive means no such curve, though single readings can be large or run the other way; tested in mouse RAW 264.7 cells; further: on the % scale 0 is the no-effect control and ±100 the full control effect; nearly all actives have a fitted effect of over 55% in size
# BRCA1 expr act: qHTS Assay to Identify Small Molecule Activators of BRCA1 Expression; MCF7-BRCA1-FFLuc reporter, luminescence, 48 h; response scale: scaled: vehicle 0%, 10 µM genistein 100%; Potency, µM (series often up to 46.1 µM), without a hit: at the highest dose activation, hits mostly activators; hit rate 1.1% among 380,000; further: nearly all actives have a fitted effect of over 80% in size; some results filed as inactive show a strong effect at the top dose
#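 Activators of BRCA1 expression were detected as increased firefly luciferase luminescence in engineered MCF7 cells after 48 h compound incubation. Signals were scaled to genistein 10 microM as full activation.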
# p53 reactivation: qHTS assay for re-activators of p53 using a Luc reporter | hit rate 0.063% among 320,000 | H1299 p53-A138V BP100-luciferase reporter, luminescence, 24 h | Potency, µM (titrated, usually from 92.2 µM), for the others: at the top dose activity change, positive = activation, most hits filed as activators; further: % of control where 0% means no effect; nearly all actives have a fitted effect of over 45% in size
#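 p53-null H1299 cells stably carrying temperature-sensitive p53-A138V and a BP100-luciferase reporter were pinned with compounds (4-point, 1:5 series) and held 24 hrs at 37 deg C. Luminescence was read 10 min after detection reagent.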
# MBNL1-CUG inh: qHTS Assay for Inhibitors of MBNL1-poly(CUG) RNA binding; TR-FRET MBNL1-His/biotin-(CUG)12 binding, 665/545 ratio; Potency, µM (series often up to 57.5 µM), for inactives: at the highest dose activity change, negative = inhibition, most hits filed as inhibitors; Muscleblind-like protein 1 (Homo sapiens), Q9NR56; hit rate 0.036% among 280,000; active means well fitted inhibition curve with a large enough effect in the signal ratio, with a control signal flat, not every such curve was filed as active; inconclusive means small, poorly fitted or top-dose-only effect, or effect the other way, or a change in a side signal; inactive means no such curve, though single readings can be large or run the other way; the % refers to the signal ratio; further: on the % scale 0 is the no-effect control and ±100 the full control effect
# Target sequence (Q9NR56 whole entry, looked up): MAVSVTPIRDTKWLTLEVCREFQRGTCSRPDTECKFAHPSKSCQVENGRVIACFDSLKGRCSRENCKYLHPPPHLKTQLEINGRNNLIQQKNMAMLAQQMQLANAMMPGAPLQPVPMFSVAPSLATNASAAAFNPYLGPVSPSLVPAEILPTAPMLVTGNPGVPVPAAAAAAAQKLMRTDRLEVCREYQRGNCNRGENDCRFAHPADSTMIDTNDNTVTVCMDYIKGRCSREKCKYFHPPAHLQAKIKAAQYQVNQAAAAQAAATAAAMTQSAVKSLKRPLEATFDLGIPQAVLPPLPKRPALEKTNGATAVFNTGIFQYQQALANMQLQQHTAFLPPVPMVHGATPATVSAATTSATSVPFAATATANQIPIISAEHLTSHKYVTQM
#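 Compounds (final 92 nM to 58 uM) are added to His-tagged MBNL1 and biotin-(CUG)12, then terbium anti-His antibody and streptavidin-XL665 (5 nM final). After 60 min at room temperature, the 665/545 nm ratio is read.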
# CXXC DNA block: qHTS Fluorescence Polarization Assay for Inhibitors of MLL CXXC domain - DNA interaction; AID 2662, 2010; MLL-CXXC / FITC-HOXA9 DNA fluorescence polarization; Histone-lysine N-methyltransferase 2A (Homo sapiens), Q03164; hit rate 0.037% among 290,000; Potency, µM (doses to about 115 µM), without a hit: at the top dose activity change, negative = inhibition, hits mostly inhibitors; active means well fitted inhibition curve with a large enough effect in the polarisation, with a control signal flat, not every such curve was filed as active; inconclusive means small, poorly fitted or top-dose-only effect, or effect the other way, or a change in a side signal; inactive means no such curve, though single readings can be large or run the other way; the % refers to the polarisation
#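 Steps: dispense CXXC domain solution (7 uM) → pin compounds or unlabeled HOX-A9 DNA control → 5 min ambient → add FLSN-HOX-A9 solution (50 nM) → spin → 30 min ambient → fluorescence polarization. Tris pH 7.5/NaCl/DTT/BSA buffer.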
# Rab9 promoter act: qHTS Assay for Rab9 Promoter Activators; Huh7 Rab9 promoter-luciferase reporter, luminescence, 24 h; Potency, µM (titrated, usually from 9.22 µM), for inactives: at the highest dose activation, negative = inhibition, usual class: activators; hit rate 2.8% among 320,000; AID 485297, 2010; further: % of control where 0% means no effect; nearly all actives have a fitted effect of over 60% in size
#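 Cells were plated at 1500 per well in reduced-serum medium with 10% FBS and left 2 h. Compound in DMSO was then added for 24 h at 37 °C. Reporter signal was read by luminescence after 10 min with luciferase detection reagent.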
# ELG1 genotoxic: qHTS screen for small molecules that induce genotoxicity in human embryonic kidney (HEK293T) cells expressing luciferase-tagged ELG1. HEK293T ELG1-luciferase reporter, luminescence, 16 h. hit rate 1.3% among 330,000. Potency, µM (series often up to 46 µM), inactives show at the highest dose activity change, positive = activation, usual class: activators; further: % of control where 0% means no effect; nearly all actives have a fitted effect of over 60% in size
#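 Quantitative HTS format in 1536-well plates. HEK293T ELG1-luciferase reporter cells receive test compound and are incubated 16 hr at 37 °C, 5% CO2; ONE-Glo added, 30 min room temperature, then luminescence read.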
# NPC1 prom act: qHTS Assay for NPC1 Promoter Activators. Huh7 NPC1 promoter luciferase reporter, 24 h. hit rate 2.4% among 320,000. AID 485313, 2010. Potency, µM (series often up to 9.22 µM), for the others: at the highest dose activation, most hits filed as activators;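 further: % of control where 0% means no effect; nearly all actives have a fitted effect of over 60% in size; reporter is driven by a mutant NPC1 promoter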
#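 Luminescence read-out of NPC1 promoter-driven luciferase in stably transfected Huh7 cells; compounds delivered in DMSO and left 24 h at 37C, 5% CO2, qHTS titration format.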
# Gal4-VP16 FLuc: VP16 counterscreen qHTS for inhibitors of ROR gamma transcriptional activity; Drosophila S2 Gal4-VP16 UAS-luciferase, luminescence, 20 h; Potency, µM (doses to about 53.6 µM), for inactives: top-dose activity, negative = inhibition, usual class: inhibitors; hit rate 3.5% among 310,000; AID 2546, 2010;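 further: Gal4-VP16 expression switched on by copper sulfate through the metallothionein promoter; on the % scale 0 is the no-effect control and ±100 the full control effect; nearly all actives have a fitted effect of over 50% in size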
# Starred values were filed as active, the others as inactive; ? = inconclusive; nt = no result given; & = joins results of further samples; [ ] = remark or other dose. Unless noted, the call rests on the fitted dose curve; in most records, active means well fitted curve in the direction sought with a large enough effect; inconclusive means small, poorly fitted or top-dose-only effect, or another doubt; inactive means no such curve, though single readings can be large; an effect the other way counts as inactive or inconclusive. Potency means the concentration at half of the fitted maximal effect. Not all compounds are listed; the hit share may differ from the screen's.
SMILES,RORg inh,FLuc counter,uPA surface inh,BRCA1 expr act,p53 reactivation,MBNL1-CUG inh,CXXC DNA block,Rab9 promoter act,ELG1 genotoxic,NPC1 prom act,Gal4-VP16 FLuc
Cc1nc(-c2ccc(NC(=O)c3ccccc3Br)cc2)cs1,17%,6µM*,-4%,121%,?,nt,-10%,2.8µM*,?,?,?
COc1ccc(OC)c(N(CC(=O)N2CCN(c3cc(Cl)ccc3C)CC2)S(C)(=O)=O)c1,13%,-1%,?,-61%,-30%,0%,1%,-3%[1.84 µM],-20%,-2%,1%
Clc1ccc(-c2cn3cc(Cl)ccc3n2)cc1,10µM*,0.27µM*,?,21%,0%,8%,-1%,0.79µM*,1.3µM*,3.5µM*,13µM*
COc1ccc(S(=O)(=O)NCCc2ccncc2)cc1,5%,-4%,5%,-1%,9%,-7%,-12%,0%,1%,0%,0%
COCCCNC(=O)C(=O)Nc1ccc2c(c1)N(S(=O)(=O)c1cccs1)CCC2,nt,2%,-8%,-82%,4%,nt,nt,-20%,5%,-11%,nt
COC(=O)c1ccc(C2C(Oc3ccc(OC)cc3)C(=O)N2CCc2ccc(OC)c(OC)c2)cc1 (stereo not given),23%,-2%,-6%,1%,1%,-22%,?,6%,3%,-3%,?
N=C(N)SCCN,31%&-1%,0%,-1%,2%,-2%,nt,-4%,-7%[46.1 µM],-3%,2%[46.1 µM],-3%&7%
Cc1cccc(C)c1NC(=O)CN1C(=O)S/C(=C\c2cccn2-c2cccc(C(=O)O)c2)C1=O,2%,-2%,10%,6%,-11%,2%,6%,0%,-1%,1%,-15%
CCn1c(SCC(=O)Nc2ccc(N(C)C)cc2)nnc1-c1cccc(C)c1,?,?,7%,3%,2%,0%,-11%,0%,-3%,6%,-4%
COc1c(C)cc(Br)cc1C(=O)Nc1ccc(N2CCN(S(C)(=O)=O)CC2)cc1,-41%,2%,nt,5%,11%,3%,21%,-1%[1.84 µM],6%,-5%,-24%
CC1CCc2c(sc(NC(=O)COC(=O)c3ccc(NC(=O)CC#N)cc3)c2C#N)C1 (stereo not given),nt,0%,-2%,20%,3%,nt,nt,0%,?,10%,nt
Cc1c(N=C2N=C(NC(=O)c3ccc(F)cc3)c3ccccc32)c(=O)n(-c2ccccc2)n1C,-1%,-4%,6%,-4%,4%,5%,?,-5%,-23%,-5%,2%
O=S(=O)(NC(=S)Nc1ccccc1)c1ccc(F)cc1,18%,?,3%,5%,-3%,4%,1%,-4%,0%,-4%,2%
O=C(O)c1ccc(/C=N/NC(=O)c2ccc(NS(=O)(=O)c3cccs3)cc2)cc1,1%,?,-2%,8%,3%,?,-15%,-5%,2%,-1%,5%
CC(C)C[C@H](NC(=O)Nc1cccc(Cl)c1)C(=O)O,-16%,8%,0%,-13%,-3%,3%,-4%,-7%,1%,18%,-2%
CN(Cc1ccccc1)C(=O)COC(=O)c1cncc(Br)c1,7%,-4%,10%,5%,1%,nt,2%,-1%,0%,-1%,-3%
O=C(Cc1ccccc1)NNC1CC(=O)N(c2ccc(Br)cc2)C1=O (stereo not given),6%[10 µM],-1%,-21%,-31%,1%,nt,9%,-15%,0%,-7%,-1%
CCCCCCCc1nc2sc3c(c2c(=O)n1N)CC(C)(C)OC3,28%,0%,-1%,-5%,0%,-5%,3%,1%,-5%,1%,-1%
CC(C)NC(=O)CN1C(=O)c2ccccc2S1(=O)=O,1%,0%,1%,9%,7%,0%,-1%,-3%,2%,0%,-9%
COc1ccc(-c2[nH]ncc2/C=N\NC(=O)c2cccs2)cc1OC,6%,19µM*,5%,-1%,5%,8%,-12%,-3%,1%,1%,3%
CCc1ccccc1OCCCOc1ccc(OC)cc1,-3%,-9%,0%,-29%,1%,-3%,-6%,0%,-2%,3%,-19%
O=C(NCc1ccccc1C(F)(F)F)C1CCC(=O)N(CCCc2ccccc2)C1 (stereo not given),18%,2%,-4%,1%,-4%,3%,26%,1%,1%,7%,-1%
CCOC(=O)c1c(NC(=O)Cn2cnc3sc(C)c(-c4ccccc4)c3c2=O)sc(C)c1C,3%,-1%,10%,-56%,2%,0%,2%,-11%,-1%,-4%,3%
Cn1nc(-c2ccc(Cl)cc2)cc1NC(=O)Nc1ccccc1,15%,-19%,1%,55%,13%,nt,5%,20%,9%,18%,20%
COc1ccc(-n2cnnc2SCc2csc(-c3ccccc3)n2)cc1,-1%,-2%,0%,-39%,-7%,4%,7%,1%,-4%,11%,-5%

# Carrying on.
SMILES,RORg inh,FLuc counter,uPA surface inh,BRCA1 expr act,p53 reactivation,MBNL1-CUG inh,CXXC DNA block,Rab9 promoter act,ELG1 genotoxic,NPC1 prom act,Gal4-VP16 FLuc
Clc1ccccc1CNc1nc2ccccc2n2cnnc12,-5%,5%,6%,-9%,-1%,-1%,13%,-10%,18%,-7%,3%
O=c1[nH]c(/C(Cl)=C/c2cccc(F)c2)nc2cc(C(F)(F)F)ccc12,-1%,-18%,4%,33%,-3%,-5%,-15%,8%,4%,4%,11%
CN1CCC(Oc2ccc(Sc3ccccc3)cc2)CC1,-1%,12µM*,4%,53%,?,-1%,18%,21%,?,18%,-12%
C=CCCN([C@@H](C)C(=O)OC)S(=O)(=O)c1ccccc1Br,-27%,1%,-12%,7%,-2%,0%,3%,1%,3%,0%,-8%
COc1ccc(CCNC(=O)CSc2nc(O)c(C(C)C)c(=O)[nH]2)cc1OC,26%,2%,5%,-1%,0%,-10%,-6%,-3%,0%,-1%,5%
Cc1ccc(C(=O)NC(=S)NNS(=O)(=O)c2ccccc2)cc1,3.2µM*,-17%,-2%,25%,0%,19%,34%[activator],-4%,-8%,-4%,14µM*
Cc1ccc(/C(O)=C2\C(=O)C(=O)N(C)C2c2ccc([N+](=O)[O-])cc2)cc1 (stereo not given),44%,5%,1%,-13%,nt,?,16%,1%,2%,1%,-7%
Cc1cc(NS(=O)(=O)c2ccc(NC(=O)COc3c(C)cc(Br)cc3C)cc2)no1,?,-1%,4%,1%,-4%,-2%,-24%,-2%,-25%,-3%,1%
Cc1ccc(S(=O)(=O)N(C)CC(=O)Nc2ccc3c(c2)OCO3)cc1,16%,?,nt,5%,6%,1%,-2%,-2%,0%,-1%,21%
CC(C)COC(=O)NCCCOC(=O)Nc1ccccc1,?,?,2%,21%,?,-12%,-1%,0%,3%,-3%,3%
CC1(C)CC(=O)C2=C(C1)NC(=O)NC2c1ccc(Cl)cc1 (stereo not given),-7%,-1%,2%,-6%,-4%,-5%,-7%,-2%,-1%,-1%,-2%
CCOC(=O)Cn1nnnc1CN(Cc1cccs1)Cc1cc2cc(C)ccc2[nH]c1=O,8%,0%,nt,-3%,-7%,-4%,-2%,-3%,-4%,-1%,6%
COc1cc(/C=N\NC(=O)c2ccc(Cl)cc2)ccc1Oc1ccc([N+](=O)[O-])cn1,-28%,-9%,-5%,-3%,2%,15%,0%,-7%,-6%,-3%,-5%
C[C@@H](C(O)c1ccccc1)N(C)C(=O)CCc1ccccc1 (stereo not given in full),9%,-1%,11%,0%,nt,-4%,-5%,1%,3%,1%,3%
Cc1ccc(NC(=O)CSc2ccccc2)cc1S(=O)(=O)N1CCCCC1,nt,-2%,2%,-36%,14%,nt,nt,-12%,-4%,0%,nt
O=C(Nc1nc(COc2ccccc2)cs1)C12CC3CC(CC(C3)C1)C2,?,15µM*,nt,10%,?,6%,7%,23%,?,12%,?
Cc1ccc(S(=O)(=O)/N=C(\Sc2ccccc2)c2ccccc2)cc1,-8%,-18%,nt,7%,1%,2%,10%,-6%,1%,-10%,-6%
CCOC(=O)C1(CCCc2ccccc2)CCN(C(=O)COC)CC1,-1%,-1%,1%,-1%,0%,-4%,-7%,-2%,-5%,-7%,-1%
COc1ccccc1NC(=O)CCN1CC(C)OC(C)C1 (stereo not given),-27%,0%,1%,6%,2%,-3%,5%,-4%,-4%,1%,-19%
CCOC(=O)Nc1ccc2c(c1)N(C(=O)N(CC)CC)c1ccccc1CC2,?,-15%,-1%,-31%,-8%,0%,8%,-10%,4%,-2%,-7%
